Screening results deposited in PubChem BioAssay by Broad Institute.
INS-1E GSIS act: GLuc luminescence reporter in INS-1E cells, primary screen for activators of glucose-dependent secretion of insulin. INS-1E GLuc reporter insulin secretion, 2-3 h. activation, % at 16.6 µM. 0.61% of 370,000 active. AID 743287;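 active = lowest replicate activation of at least 40%, so every replicate reaches that level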;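 also: 0% = median of neutral control wells and 100% = median of IBMX positive control wells; some compounds called inactive have numbers as strong as hits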
PAX8 inh HTS: PAX8 transcriptional activity inhibition; 1.2% of 360,000 active; AID 652154; inhibition, % at 12.6 µM; RMG-I TPO-luciferase reporter, SteadyGlo, 24 h;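 active = mean replicate inhibition at least 60% with every replicate also reaching 60%; inconclusive = only one of the two criteria is met; inactive = mean below 60% and not all replicates reaching 60%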;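 also: luciferase light reporting Pax8 driven TPO promoter activity; plate controls were median of neutral control wells for no effect and mitoxantrone controls for full effect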
ARNT-TACC3 inh: disrupts binding between human ARNT and TACC3; Q9Y6A5; AlphaScreen His-ARNT PAS-B/GST-TACC3 binding, luminescence; TACC3 fragment carries E629A point mutation; inhibition, % at 9.99 µM; 0.66% of 390,000 active; AID 623870;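 active = mean inhibition of replicates at least 50% and at least half of replicates each reaching 50%; inconclusive = half or more replicates reach 50% but mean below 50%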;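 also: 0% = complete ARNT plus TACC3 wells and 100% = ARNT alone without TACC3; many hits fall short of the cut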
Xi reactivation: X-chromosome reactivation activator | XiGFP mouse fibroblasts, % GFP-positive cells imaging, 3 d; cells co-treated with 5-aza-dC sensitizer; scaled so ellipticine positive control = 100% | activation, % at 7.58 µM | 0.055% of 360,000 active;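 active = mean normalized replicate activation at least 10% and every replicate at or above 10%; inconclusive = only one of the two criteria met; inactive = mean below 10% and not all replicates reach 10%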;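 also: 0% = median of on-plate neutral control wells and 100% = ellipticine 6 µM median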
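System: 68-5-11 XiGFP fibroblast line; Timing: 3 days compound exposure; Compound dosing: one concentration, pinned; Benchmarks: positive control ellipticine, 6 µM final; Buffer or medium: DMEM containing 5-aza-dC.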
ERp5 inh: ERp5 (human) disulfide isomerase inhibition; Q15084; ERp5 insulin aggregation, absorbance 650 nm, 90 min; inhibition, % at 9.99 µM; 0.05% of 350,000 active; AID 651711;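 active = mean replicate inhibition above about 25%, with every replicate also reaching it, limit read from the data, passing the limit was not always enough; inconclusive = only one of those two criteria met; inactive = neither criterion met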
Target sequence (Q15084 whole entry, looked up): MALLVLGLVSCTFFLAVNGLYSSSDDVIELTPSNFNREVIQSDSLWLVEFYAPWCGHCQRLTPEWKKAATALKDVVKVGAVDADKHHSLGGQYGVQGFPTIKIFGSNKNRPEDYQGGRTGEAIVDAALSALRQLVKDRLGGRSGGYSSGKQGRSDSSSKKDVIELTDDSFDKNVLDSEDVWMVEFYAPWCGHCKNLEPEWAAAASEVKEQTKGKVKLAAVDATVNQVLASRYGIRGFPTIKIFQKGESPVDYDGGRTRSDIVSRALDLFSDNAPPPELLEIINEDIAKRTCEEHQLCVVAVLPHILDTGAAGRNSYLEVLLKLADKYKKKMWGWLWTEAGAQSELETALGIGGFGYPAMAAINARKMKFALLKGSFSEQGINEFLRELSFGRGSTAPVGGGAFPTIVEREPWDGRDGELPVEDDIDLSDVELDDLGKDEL
DENV2 CPE rescue: protects cells from dengue virus 2 cytopathic effect | 1.7% of 350,000 active | CPE inhibition, % at 9.99 µM | DENV2-infected cells, cytopathic effect rescue, plate reader; in the data active = CPE inhibition above about 20%, passing the limit was not always enough; inconclusive = no clear call, values can overlap the other calls; tested in BHK-21 cells;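 also: 0% = median of neutral control wells and 100% = median of positive control wells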
CFTR F508del cor: CFTR F508del correction in bronchial cells; 0.36% of 350,000 active; activity (quench increase), % at 7.58 µM; CFBE cells, YFP halide quenching; stimulated with forskolin plus potentiator P3; % fluorescence drop versus neutral controls; AID 720511;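 active = mean added fluorescence quench of at least 8% versus neutral control, with both replicates also reaching 8%; inconclusive = only one of the mean or replicate conditions met; inactive = mean below 8% and not both replicates reaching 8%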;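 also: cells transiently co-express mutant CFTR-F508del with the halide-sensitive YFP; corrector assay measuring rescue of mutant channel to the surface after 24 h compound exposure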
EWS-Fli block: blocks EWS/Fli oncoprotein-driven transcription; AID 651661; A673 NR0B1-luciferase reporter, viability-normalised; 0.67% of 350,000 active; inhibition, % at 12.6 µM;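 active = mean inhibition of at least 50% after viability correction, with every replicate also passing that limit; inconclusive = mean reaches 50% but only one of two replicates passes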;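 also: firefly luciferase signal divided by Alamar Blue viability fluorescence both relative to DMSO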
* hit, by the source's call; u = inconclusive; x = no result given; & = joins results of further samples.

Each structure is followed by: INS-1E GSIS act	PAX8 inh HTS	ARNT-TACC3 inh	Xi reactivation	ERp5 inh	DENV2 CPE rescue	CFTR F508del cor	EWS-Fli block
Cc1cc(Cl)ccc1OCC(=O)NCCCn1ccnc1
 : x	4	0	-0.3	-3	-3	x	-10
CO[C@@H]1CN(C)C(=O)c2cc(NS(=O)(=O)c3ccccc3Cl)ccc2OC[C@H](C)NC[C@H]1C
 : 3	x	-1	0.4	-4	-4	-3.7	2
Cc1ccc(NC(=O)COC(=O)c2cccc3c2C(=O)c2ccccc2C3=O)c(C)c1
 : -28	0	-1	0.2	x	x	x	x
C[C@H]1CN([C@@H](C)CO)C(=O)c2cc(-c3cncnc3)cnc2O[C@@H]1CN(C)Cc1cncnc1
 : 17	1	-7	-0.1	-11	0	-0.9	11
COc1ccc(NC(=O)Nc2ccc3c(c2)CC(=O)N([C@@H](C)CO)C[C@@H](C)[C@H](CN(C)Cc2ccc(Oc4ccccc4)cc2)O3)cc1
 : -5	70*	58*	0.5	3	2	0.4	10
CCC(=O)N1Cc2cc(C(=O)NCc3cccc(F)c3)nc(-c3cccc(C4=CCCC4)c3)c2[C@H]1CCO
 : 7&9	5	x	0.0&0.2	-4	u	0.9	-6
C[C@@H]1CN([C@@H](C)CO)S(=O)(=O)c2ccc(C#CC(C)(C)O)cc2O[C@@H]1CN(C)C(=O)CN(C)C
 : 3	x	-6	-0.2	1	-11	0.6	-1
CCOC(=O)N1CCC(N2CCCC(C(=O)c3cc(C)c(OC)c(C)c3)C2)CC1 (stereo not drawn)
 : 15	-10	-2	0.0	x	x	x	x
C[C@@H]1CCCCO[C@H](CN(C)S(=O)(=O)c2ccc(Cl)cc2)[C@H](C)CN([C@@H](C)CO)C(=O)c2cc(NC(=O)c3ccccc3)ccc2O1
 : -3	-5	4	0.0	1	-13	-2.1	8
CC(C)CC(NC(=O)OC(C)(C)C)c1cn([C@@H](CCCCNC(=O)OC(C)(C)C)C(=O)N2CCN(C(=O)OC(C)(C)C)CC2)nn1 (stereo partly drawn)
 : -10	-6	-10	0.0	x	x	3.1	5
C[C@H](NC(=O)C[C@@H]1C[C@H]2c3cc(NC(=O)C4CCOCC4)ccc3O[C@H]2[C@H](CO)O1)c1ccccc1
 : 13	-2	-1	0.1	-1	18	-2.5	0
Cc1ccc(Cc2cc(-c3ccc(C)cc3)n[nH]c2=O)cc1
 : x	-14	25	0.0	11	1	0.6	-5
O=C(Nc1ccc(Cl)cc1C(=O)NCc1cccnc1)c1ccc(Cl)cc1Cl
 : -7	27	-2	0.2	1	0	x	5
CCS(=O)(=O)N1CC(=O)N2[C@H](CO)[C@@H](c3ccc(C#Cc4cccc(F)c4)cc3)[C@H]2C1
 : -4	-14	x	0.0	-4	-1	5.1	-6
CCOc1nc2cnccc2n(CC(=O)Nc2cccc(C)c2C)c1=O
 : 5	8	4	0.1	x	15	-4.4	-1
Cc1nn(C)c(Cl)c1CN1CCN(C2CCCC2)C(CCO)C1 (stereo not drawn)
 : -9	17	4	0.0	-4	1	-3.5	-3
O=C(N/N=C/c1ccc(F)c(F)c1)c1cccc(S(=O)(=O)N2CCCCC2)c1
 : 3	7	x	0.0	-8	-3	-0.9	0
Cc1cnc(C(=O)OCC(=O)c2cc(C)n(CCc3ccc(F)cc3)c2C)cn1
 : -24	21	x	0.0	4	14	-1.7	-6
CCC(=O)Nc1ccc2c(c1)C(=O)N(C)C[C@H](OC)[C@H](C)CN(C(=O)Cc1ccccn1)[C@H](C)CO2
 : 8	1	-5	0.5	1	0	1.9	-6
Cc1noc(C)c1NC(=O)Nc1ccc2c(c1)C(=O)N([C@H](C)CO)C[C@H](C)[C@H](CN(C)CC1CCCCC1)OCCCC[C@@H](C)O2
 : 5	x	-11	-0.3	-2	1	1.1	6
COCC(=O)Nc1ccc2c(c1)OC[C@@H](C)N(C(=O)C1CCCC1)C[C@H](C)[C@H](OC)CN(C)C2=O
 : 0	-8	-5	0.7	x	x	2.8	-2
COc1cc(C(=O)NNC(=O)CN2C(=O)NC(C)(c3ccc(C)cc3)C2=O)cc(OC)c1OC (stereo not drawn)
 : -10	7	0	-0.1	-3	-8	1.7	1
Cc1cccc(OCC(=O)NNC(=O)CCN2CCN(c3ccccc3)CC2)c1C
 : -12	8	3	1.1	10	1	1.0	5
O=C(Cn1cnc2cc([N+](=O)[O-])ccc2c1=O)Nc1ccccc1-c1ccccc1
 : 3	20	-5	-0.1	-6	-1	-0.3	17
COc1cc(OC)cc(C(=O)Nc2c(C)nn(-c3ccccc3)c2C)c1
 : 9	-7	-2	0.0	-2	u	-0.3	8
CCn1cnnc1SCC(=O)c1c(N)n(C2CC2)c(=O)[nH]c1=O
 : 12	-3	-4	0.0	5	-4	-0.7	-2
Cn1nnnc1SCC(=O)Nc1ccc(Cl)cn1
 : 7	-1	2	0.3	-39	-6	-0.7	-3
Cc1cccc(-c2ncc(CN3CCCC(CO)(Cc4cccc(Cl)c4)C3)cn2)c1 (stereo not drawn)
 : -27	17	0	0.0	-1	x	1.6	-2
C[C@H](CO)N1C[C@H](C)[C@@H](CN(C)Cc2ccc(C(F)(F)F)cc2)Oc2ccc(NC(=O)CCN3CCOCC3)cc2C1=O
 : 8	-11	5	0.4	-3	3	-1.4	x
Cc1ccc(NC(=O)c2ncn(CCCN3CCN(Cc4cccc5ccccc45)CC3)n2)cc1C
 : 1	-10	x	0.4	1	3	-0.8	3
Cc1nc2ccc(NC(=O)c3cccs3)cc2s1
 : 0	-157	0	-0.1	-1	-4	1.5	x
Cc1ccsc1-c1nc(CN(C)C(C2CC2)C2CC2)c(C)o1
 : -2	1	2	0.0	8	17	1.3	14
COCC(=O)Nc1ccc2c(c1)C(=O)N(C)C[C@@H](OC)[C@@H](C)CN(C(=O)c1ccncc1)[C@H](C)CO2
 : 0	x	-8	0.3	-5	0	-2.2	-1
O=C(O)CSCC(=O)NCc1csc2ccc(Cl)cc12
 : -10	17	-73	0.0	0	-2	0.1	8
Cc1cc(Cl)ccc1OCC(=O)NCCCCc1ccccc1
 : -22	8	-3	0.1	x	x	x	x
CCOc1ccccc1N1CCN(C(=O)c2cc3c(C)cc(C)cc3[nH]2)CC1
 : -14	-10	1	0.1	7	-1	-3.1	16
COc1cc(OC)cc(C(=O)Nc2cccc(N3CCCC3)c2)c1
 : -2	x	-2	x	3	-1	-4.2	-14
Cc1[nH]n(-c2ccccc2)c(=O)c1C(c1ccc(C(=O)O)cc1)c1c(C)[nH]n(-c2ccccc2)c1=O
 : -8	20	18*	-0.1	2	x	0.4	9
Cc1ccc(C(=O)Nc2ccc(S(=O)(=O)N3CCOCC3)cc2)cc1C
 : x	13	-6	-0.2	3	2	x	-13
C[C@@H]1CCCCO[C@@H](CN(C)C(=O)CCCN(C)C)[C@H](C)CN([C@@H](C)CO)C(=O)c2cc(NS(=O)(=O)c3ccc(F)cc3)ccc2O1
 : 22	-17	-5	0.2	2	15	-0.2	-14
O=c1cccccc1NN=C1CCCCCC1
 : 8	-145	2	-0.1	-7	-4	-3.0	-72
CCCNC(=O)C[C@@H]1CC[C@H]2[C@@H](COc3ccc(NC(=O)Cc4ccccc4)cc3C(=O)N2C)O1
 : 1	0	-6	0.3	-4	1	0.5	-10
Nc1cc(N)nc(SCC(=O)NCCC2=CCCCC2)n1
 : 0	1	-4	0.5	3	-7	-0.7	4
CCC(=O)Nc1ccc2c(c1)C(=O)N(C)C[C@@H](OC)[C@@H](C)CN(C(=O)c1cnccn1)[C@@H](C)CO2
 : 0	18	-14	0.3	3	29*	1.1	-2
Cc1ccc(CS(=O)(=O)CCC(=O)NCc2ccc(F)cc2)cc1
 : 10	-21	-1	0.1	-1	0	0.2	x
Cc1ccnc2nc(C(=O)OCC(=O)N(Cc3ccccc3)C(C)C)nn12
 : 8	1	3	0.0	-4	10	1.3	-5
COc1cc(C2C(C(=O)C(C)(C)C)=C(O)C(=O)N2Cc2ccccc2)ccc1O (stereo not drawn)
 : 2	-34	-6	0.0	3	-1	-0.7	1
O=C(Nc1ccccc1Oc1cccnc1)C1CCCN(Cc2cccc(Cl)c2)C1 (stereo not drawn)
 : 5	-22	2	0.1	-2	3	-1.4	14
Cc1ccc(S(=O)(=O)NCC[C@H]2CC[C@H](NC(=O)c3cnccn3)[C@@H](CO)O2)cc1
 : -18	33	-9	-0.2	-4	2	1.3	-3
O=C(CN1C(=O)CSc2ccc(S(=O)(=O)N3CCCCC3)cc21)NCc1ccccc1
 : 12	-8	2	0.0	1	5	2.0	-11
CCOC(=O)c1nn(-c2ccc(Cl)cc2)cc1O
 : 31	-106	-8	x	4	-4	2.0	3
C/C=C/c1ccc([C@@H]2[C@@H](C#N)N(c3ncc(CC)s3)[C@@H]2CO)cc1
 : -1	9	15	0.4	-3	-20	0.4	-6
O=C(CNc1cccc(S(=O)(=O)N2CCOCC2)c1)N1CCc2ccccc21
 : 15	3	2	0.0	1	-4	1.9	-10
CCOC(=O)CCC(=O)Nc1cccc([N+](=O)[O-])c1
 : 11	12	-3	-0.1	x	x	x	x
Cc1cc(NC(=O)c2ccc(Cn3cc([N+](=O)[O-])cn3)o2)no1
 : 2	x	-2	0.0	7	12	-0.5	0
CC(C)c1ccc(NC(=O)C2=NNC(=O)CC2)cc1
 : x	-178	4	0.1	-13	-7	0.7	-128
COc1ccc(CN(C)S(=O)(=O)c2nnc(NC(=O)c3ccccc3OC)s2)cc1OC
 : 2	19	x	-0.1	-9	-1	4.0	-7
Cc1ccc(S(=O)(=O)N(C)C[C@@H]2Oc3ncc(C#Cc4cccc(F)c4)cc3C(=O)N([C@H](C)CO)C[C@@H]2C)cc1
 : -15	8	-5	-1.0	1	5	2.8	18
COc1ccc(C(CNC(=O)C2CC2)N(C)C)cc1 (stereo not drawn)
 : 0	-22	-3	0.3	-3	1	1.1	-13
O=C(NC(=S)NNC(=O)c1ccc(Cl)cc1Cl)c1cccnc1
 : 6	-1	11	-0.1	x	x	x	x

New compounds follow
Each structure is followed by: INS-1E GSIS act	PAX8 inh HTS	ARNT-TACC3 inh	Xi reactivation	ERp5 inh	DENV2 CPE rescue	CFTR F508del cor	EWS-Fli block
COc1ccc(CN2C[C@@H](CO)O[C@@H](n3cnc4c(N5CCN(c6ccccc6)CC5)ncnc43)C2)cc1
 : x	12	x	0.0	-20	-3	x	11
CN(C)CC(=O)N[C@@H]1CC[C@@H](CCn2cc(CN(C)C)nn2)O[C@H]1CO
 : 9&8	-13	-24	0.1&0.1	1	-3	-2.8	-3
Cc1ccc(S(=O)(=O)N(C)c2ccc(C(=O)NCC(c3cccs3)N3CCOCC3)cc2)cc1 (stereo not drawn)
 : 5	4	-5	0.2	2	7	1.1	2
COc1cccc(C(NC(C)=O)c2nc(-c3ccc4ccccc4c3)cs2)c1 (stereo not drawn)
 : -5	-1	x	0.0	8	u	0.8	-19
CCOc1ccc(C(=O)NC2C(=O)N3C(C(=O)O)=C(COC(C)=O)CSC23)cc1OCC (stereo not drawn)
 : 57	-13	1	0.2	11	1	-2.6	-6
CCN(CC)S(=O)(=O)c1ccc(N/N=C/c2ccc(O)cc2O)nc1
 : -11	72*	46*	1.8	x	x	x	x
Cc1nonc1CN(C)C(=O)CC1C(=O)NCCN1Cc1ccccc1F (stereo not drawn)
 : 1	-5	6	0.1	6	1	0.3	3
